# Screening data from PubChem BioAssay.
# MgcRacGAP inhibition – MgcRacGAP GTPase-activating activity inhibitors, confirmation, biochemical, ADP Hunter fluorescence; MgcRacGAP-stimulated Rac1 GTP hydrolysis, ADP Hunter fluorescence; higher % means a stronger effect; GST-tagged Rac1 F28L mutant substrate; inhibition, % at 30 µM; hits with a dose series show IC50 in µM; 0.6% of 340,000 active;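 active = first-screen hits whose inhibition reached a set limit at any dose in the follow-up dose series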;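 also: fluorescence reports GDP produced by GAP-driven GTP hydrolysis; strong numbers were not always called active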
# K1F lysis inhibition – protection from phage-mediated lysis, alamar blue read-out – E. coli UTI89, K1F phage, bacterial capsule biogenesis inhibitors (AID 488966) | inhibition, % at 100 µM, or IC50 in µM where a hit was titrated | E. coli UTI89 K1F phage lysis, alamar blue, 2 h; higher % means a stronger effect | 0.02% of 340,000 active;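 active = phage lysis inhibition, versus mean bacterial control, above a set limit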;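 also: capsule biogenesis inhibitors block K1F phage lysis so surviving cells raise fluorescence; higher fluorescence means more inhibition of phage lysis; actives were called in the ten point dose series up to 300 µM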
# AID2073 – disruptors of CaV2.2 binding to Mint1 – biochemical, HTRF (AID 2073); HTRF protein-protein interaction, Mint1-CaV2.2; higher % means a stronger effect; inhibition, % at 20 µM, or IC50 in µM where a hit was titrated; 0.19% of 290,000 active; in the data active = inhibition mostly above about 51%, no sharp cut-off; also: some results filed as inactive read as strong as hits
# Large T inhibition – TAg ATPase/helicase activity blockers – biochemical (AID 1903). SV40 large T antigen ATPase/helicase inhibition assay; higher % means a stronger effect. inhibition, % at 20 µM, or IC50 in µM where a hit was titrated. 0.39% of 310,000 active; in the data active = a potency from the dose series; also: strong numbers were not always called active
# RSV CPE inhibition – inhibition of RSV-induced cytopathic effect – HEp-2 cells, primary 10 µM value included (AID 2391); HEp-2 cells, RSV-induced CPE inhibition; higher % means a stronger effect; CPE inhibition, % at 10 µM; hits with a dose series show IC50 in µM; 0.13% of 310,000 active; in the data active = a potency from the dose series; also: strong numbers were not always called active
# NS5 inhibitors – flavivirus cap methylation enzyme inhibition – biochemical, confirmation dose response, primary screen (AID 588689); Dengue-2 NS5 methyltransferase capping enzyme assay, biochemical; higher % means a stronger effect; inhibition, % at 25 µM; hits with a dose series show IC50 in µM; 0.3% of 340,000 active; in the data active = a potency from the dose series
# NTR1 agonist – agonists of NTR1, primary screen, imaging, U2OS cells, beta-arrestin-GFP, high content (AID 493036); NTR1-U2OS beta-arrestin-GFP spot imaging, agonist mode; 0.17% of 330,000 active; P30989; activation, % at 20 µM;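 active = activation at or above 40% of the spot to cytoplasm intensity ratio, with at least 20 cells analyzed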;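 also: 0% = DMSO without peptide and 100% = 100 nM NTR1 peptide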
# Target sequence (P30989 whole entry, looked up): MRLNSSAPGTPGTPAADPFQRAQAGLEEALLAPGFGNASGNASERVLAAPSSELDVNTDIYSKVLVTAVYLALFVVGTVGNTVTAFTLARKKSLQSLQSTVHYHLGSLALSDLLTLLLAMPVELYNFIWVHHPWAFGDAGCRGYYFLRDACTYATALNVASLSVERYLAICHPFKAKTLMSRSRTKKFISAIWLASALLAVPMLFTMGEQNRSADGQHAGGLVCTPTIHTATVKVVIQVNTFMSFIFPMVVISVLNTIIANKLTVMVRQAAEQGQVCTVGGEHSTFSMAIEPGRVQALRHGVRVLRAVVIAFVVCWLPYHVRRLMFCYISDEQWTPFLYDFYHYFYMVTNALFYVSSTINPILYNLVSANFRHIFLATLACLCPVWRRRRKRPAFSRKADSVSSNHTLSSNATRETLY
# Siah-1 displacement – blockers of Siah-1 interaction with plectin peptide – biochemical, fluorescence polarization, rhodamine-plectin, uHTS, primary screen (AID 1817); Siah-1 / rhodamine-plectin peptide fluorescence polarization; higher % means a stronger effect; displacement, % at 20 µM; hits with a dose series show IC50 in µM; 0.02% of 290,000 active;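 active = displacement of at least 50% at 20 µM, with a fluorescence ratio check between 0.3 and a set limit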;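 also: plate controls were Siah plus tracer with DMSO for no effect and tracer alone without Siah for full effect; strong numbers were not always called active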
# West Nile virus CPE – inhibition of WNV-induced cytopathic effect – cell-based, CPE readout (AID 1621); West Nile virus-infected cells, CPE inhibition; higher % means a stronger effect; CPE inhibition, % at 10 µM; hits with a dose series show IC50 in µM; 0.02% of 290,000 active; in the data active = a potency from the dose series; also: strong numbers were not always called active
# NTR1 agonist cell count 20 µM – recorded beside NTR1 agonist, whose call it bears; cell count; measured here: cell count, cytotoxicity flag
# NS5 inhibitors pilot replicate – further read-out of NS5 inhibitors, marked with its call; inhibition, %; measured here: pilot screen replicate inhibition
# An asterisk follows results filed as active; · = not tested or not shown; [ ] = dose if it differs, or a comment. Compounds as they come; overall some 1.6% were active at least once.
SMILES,MgcRacGAP inhibition,K1F lysis inhibition,AID2073,Large T inhibition,RSV CPE inhibition,NS5 inhibitors,NTR1 agonist,NTR1 agonist cell count 20 µM,Siah-1 displacement,West Nile virus CPE,others
COCC(=O)N(c1ccccc1)C(C)C(=O)OC (stereo unspecified),2%,0.2%,-2%,1%,0.0%,-7%,-2.1,75,0%,0.1%,
O=S(=O)(NCc1ccco1)c1ccccc1Br,6%,1.1%,-7%,23%,1.1%,-7%,6.8,52,-3%,-0.1%,
Cc1ccc(-n2ncc3c(NCCCOC(C)C)ncnc32)c(C)c1,-6%,10.0%,·,1%,1.0%,-9%,2.9,47,·,-0.1%,
CCOc1ccc(NC(=O)CN(C)C(=O)C2CCCO2)cc1OCC (stereo unspecified),3%,0.1%[50 µM],·,·,·,-1%,0.6,74,·,·,
CC(=O)Nc1ccc2nc(C3CCCCC3)[nH]c2c1,5%,-0.6%,1%,3%,0.8%,4%,0.4,83,2%,0.3%,
CCCNC(=O)c1cc(S(=O)(=O)N2CCCCC2)c[nH]1,-3%,-0.1%,2%,·,1.8%,-2%,2.0,68,12%,-0.2%,
NC(CO)c1cn([C@@H](CCC(=O)O)C(=O)N2CCNCC2)nn1 (stereo partly specified),3%,-0.1%,0%,3%,-2.6%,2%,-1.2,78,7%,-0.1%,
COCCCN(CC(=O)Nc1ccc(F)cc1)S(=O)(=O)c1cccs1,-1%,0.1%[50 µM],·,·,·,-8%,-1.9,68,·,·,
COc1ccc(-n2c(C)nc3cc(C(=O)O)ccc32)cc1,6%,5.9%,3%,-3%,0.9%,1%,1.0,54,8%,0.0%,
COc1cc(/C=C2/SC(=O)N(Cc3ccccc3Cl)C2=O)ccc1OCc1ccncc1,2%,0.3%,-1%,0%,-0.9%,3%,3.9,72,-3%,-0.4%,
CCn1c2ccccc2c2cc(/C=N/NC(=O)c3ccccc3)ccc21,1%,0.1%,34%,4%,1.4%,-6%,7.9,87,6%,3.1%,
CN1CCN(c2ccc(CNS(=O)(=O)c3ccc(F)cc3Cl)cc2)CC1,2%,1.6%[50 µM],17%,1%,-1.0%,3%,1.4,70,3%,-0.5%,
Cc1nn(CC(=O)NCCc2ccc(Cl)cc2)c(C)c1[N+](=O)[O-],4%,4.6%,-5%,6%,1.4%,-3%,-1.2,38,4%,-0.2%,
Cc1cc(C(=O)N2CCN(C(=O)c3ccco3)CC2)ccc1[N+](=O)[O-],7%,-0.4%,-4%,10%,0.7%,1%,0.0,32,-1%,0.0%,
NC1=NC[C@H](c2ccccc2)N1CCc1cccc(F)c1,7%,5.3%,4%,15%,0.6%,1%,-5.5,90,14%,-0.3%,
CCCc1cc(=O)[nH]c(SCC(=O)Nc2cc3c(cc2C(C)=O)OCO3)n1,10%,2.0%,14%,4%,-0.2%,-4%,0.9,35,4%,-0.5%,
O=C(CSc1nnc(SCc2ccccc2)s1)NNC(=S)Nc1ccccc1,11%,5.7%,-11%,19%,4.8%,2%,2.9,71,-11%,-0.5%,
COc1cc(C(=O)N/C(=C\c2cn(C)c3ccccc23)C(=O)NCCCn2ccnc2)cc(OC)c1OC,9%,0.3%,2%,11%,4.0%,3%,0.5,62,-2%,0.4%,
CCCCCNC(=O)C(C#N)c1nc2ccccc2nc1N1CCCC1 (stereo unspecified),-6%,-0.9%,19%,4%,-0.2%,-8%,2.1,39,-2%,0.6%,
COc1ccc2nc(N3CCCC(C(=O)NCCCN4CCN(C)CC4)C3)sc2c1 (stereo unspecified),12%,0.3%,1%,10%,-1.5%,-7%,-0.5,70,4%,-0.2%,
N#Cc1c(Cn2cncn2)nc(=O)n(-c2ccccc2)c1N,4%,-0.3%,0%,24%,-2.0%,-3%,-0.3,45,0%,0.5%,
CC(/C=N/NC(=O)c1ccc(CN2c3cccc4cccc(c34)S2(=O)=O)cc1)c1ccccc1 (stereo unspecified),-9%,1.9%,29%,-2%,3.4%,-3%,0.0,80,10%,-0.3%,
CC(=O)Nc1ccc(NC(=O)C(C)OC(=O)C(C)SCC(=O)Nc2ccc(C)cc2)cc1 (stereo unspecified),2%,1.5%[50 µM],·,9%,0.3%,-9%,0.3,52,·,·,
CCn1c(C)nnc1SCC(=O)NC1CCCC1,5%,0.2%,8%,8%,2.3%,-9%,1.5,63,5%,0.2%,
O=C(Oc1ccccc1)c1ccc(-n2cnnn2)cc1,-10%,-2.2%,9%,6%,0.5%,-2%,-2.0,84,7%,20%,
Cc1cc(NC(=O)CCC(=O)N(CCC(C)C)CC(=O)NCC2CCCO2)no1 (stereo unspecified),2%,0.5%,6%,-4%,-0.4%,-2%,0.9,49,-4%,-0.1%,
Cc1ccc2c(c1C)OC(=O)CC2(C)C,4%,1.6%[50 µM],15%,30%,0.4%,-4%,1.0,48,2%,-0.2%,
COc1ccccc1OCC(=O)NCCCn1ccnc1,7%,0.3%,-12%,13%,-0.6%,-5%,-0.8,77,-5%,0.3%,
Cc1nonc1C(=O)N/N=C/c1ccncc1,4%,0.1%,5%,6%,1.5%,-6%,1.1,84,-3%,0.6%,
O=C(NCc1cccs1)c1ccc(CS(=O)Cc2cccc(Cl)c2)o1 (stereo unspecified),9%,0.4%,16%,12%,3.6%,-17%,-0.4,51,4%,-0.2%,
Cc1cc(C)n(C(=O)/C(C#N)=C/N(C)C)n1,9%,0.3%,-4%,21%,0.6%,-4%,-1.8,76,3%,·,
COc1ccc(C(C)(C)C)cc1NC(=O)c1ccoc1C,11%,-0.3%,8%,-2%,5.5%,-7%,1.8,84,-2%,1.0%,NS5 inhibitors pilot replicate=-3.0
COC(=O)Cc1nc(Nc2ccccc2)sc1C,·,·,17%,14%,1.2%,·,-0.4,57,-2%,-0.4%,
COc1ccc(OC)c(Nc2nc3nonc3nc2N2CCCCC2)c1,4%,0.5%,23%,-3%,1.6%,1%,4.5,69,1%,·,
N#C/C(=C\c1ccc([N+](=O)[O-])cc1)C(=O)NCCCn1ccnc1,4%,-0.1%,-9%,21%,-0.8%,-12%,0.4,59,-4%,0.2%,
C/C(=N/OC(=O)c1cccc(C(F)(F)F)c1)c1cnccn1,8%,0.0%,-2%,10%,0.9%,-6%,1.0,72,2%,0.0%,
Cc1nc2ncnn2c(N2CCC(C(=O)NC3CCCC3)CC2)c1Cc1ccccc1,7%,3.7%,4%,13%,1.2%,-1%,1.5,84,0%,-0.3%,
COc1ccc(OCC(=O)OCC(=O)NC2CCCC2)cc1,1%,2.0%,·,·,·,5%,-0.4,67,·,·,
O=c1sc(/C=N/Nc2ccccc2)c(Cl)n1Cc1ccccc1,9%,0.2%,0%,4%,3.8%,-16%,1.5,97,12%,-0.5%,
O=C(Cc1c(F)cccc1Cl)NCc1cccnc1,2%,-0.9%,4%,10%,1.0%,6%,0.7,53,4%,-0.5%,

# Part of the list above in order of formula weight, rising:
SMILES,MgcRacGAP inhibition,K1F lysis inhibition,AID2073,Large T inhibition,RSV CPE inhibition,NS5 inhibitors,NTR1 agonist,NTR1 agonist cell count 20 µM,Siah-1 displacement,West Nile virus CPE,others
Cc1nonc1C(=O)N/N=C/c1ccncc1,4%,0.1%,5%,6%,1.5%,-6%,1.1,84,-3%,0.6%,
O=C(Cc1c(F)cccc1Cl)NCc1cccnc1,2%,-0.9%,4%,10%,1.0%,6%,0.7,53,4%,-0.5%,
COc1ccc(C(C)(C)C)cc1NC(=O)c1ccoc1C,11%,-0.3%,8%,-2%,5.5%,-7%,1.8,84,-2%,1.0%,NS5 inhibitors pilot replicate=-3.0
COc1ccc(OCC(=O)OCC(=O)NC2CCCC2)cc1,1%,2.0%,·,·,·,5%,-0.4,67,·,·,
C/C(=N/OC(=O)c1cccc(C(F)(F)F)c1)c1cnccn1,8%,0.0%,-2%,10%,0.9%,-6%,1.0,72,2%,0.0%,
O=c1sc(/C=N/Nc2ccccc2)c(Cl)n1Cc1ccccc1,9%,0.2%,0%,4%,3.8%,-16%,1.5,97,12%,-0.5%,
COc1ccc(OC)c(Nc2nc3nonc3nc2N2CCCCC2)c1,4%,0.5%,23%,-3%,1.6%,1%,4.5,69,1%,·,
O=C(NCc1cccs1)c1ccc(CS(=O)Cc2cccc(Cl)c2)o1 (stereo unspecified),9%,0.4%,16%,12%,3.6%,-17%,-0.4,51,4%,-0.2%,
Cc1cc(NC(=O)CCC(=O)N(CCC(C)C)CC(=O)NCC2CCCO2)no1 (stereo unspecified),2%,0.5%,6%,-4%,-0.4%,-2%,0.9,49,-4%,-0.1%,
CC(=O)Nc1ccc(NC(=O)C(C)OC(=O)C(C)SCC(=O)Nc2ccc(C)cc2)cc1 (stereo unspecified),2%,1.5%[50 µM],·,9%,0.3%,-9%,0.3,52,·,·,

# Remaining list, next part:
SMILES,MgcRacGAP inhibition,K1F lysis inhibition,AID2073,Large T inhibition,RSV CPE inhibition,NS5 inhibitors,NTR1 agonist,NTR1 agonist cell count 20 µM,Siah-1 displacement,West Nile virus CPE,others
CC(Sc1nnc(Cc2ccc3c(c2)OCO3)o1)C(N)=O (stereo unspecified),4%,-0.5%,2%,3%,1.5%,-9%,0.5,41,-4%,0.1%,
CCCS(=O)(=O)c1nc(S(=O)(=O)c2ccc(C)cc2)c(N2CC(C)OC(C)C2)s1 (stereo unspecified),8%,0.1%,2%,14%,4.3%,-11%,-0.3,71,5%,0.7%,
COCC(C)n1c(C)cc(C(=O)COC(=O)c2ccc(N3CCCC3=O)cc2)c1C (stereo unspecified),11%,0.0%,2%,-1%,4.0%,2%,5.2,81,3%,0.5%,
Cc1ccc([C@H]2C(C(=O)O)=CC[C@@H](c3cccc(C)c3)N2S(=O)(=O)c2ccc(C)cc2)cc1,9%,0.0%,·,·,·,-2%,-0.8,32,·,·,NS5 inhibitors pilot replicate=-3.4
COC(=O)c1ccc(NC(=O)c2snnc2-c2ccccc2)cc1,-13%,-2.0%,30%,3%,2.9%,5%,1.5,37,-3%,-0.4%,
CCOC(=O)c1c(C)n(C)c2ccc(O)c(CN3CCN(C)CC3)c12,19%,0.2%,-3%,12%,0.9%,-4%,0.0,55,-3%,-0.2%,
CC1Cc2ccccc2N1CC(=O)Nc1cccc(S(N)(=O)=O)c1 (stereo unspecified),8%,-0.2%,-10%,16%,-0.1%,2%,-0.3,60,-3%,-0.3%,
Cn1nccc1C(=O)N1CCc2c([nH]c3ccccc23)C1c1ccc(F)cc1 (stereo unspecified),7%,0.1%,13%,7%,4.5%,·,3.5,48,1%,0.4%,
O=C(CN1CCN(c2ccccc2)CC1)N/N=C/c1cccc(F)c1,7%,1.4%,5%,6%,2.1%,2%,0.2,71,4%,-0.9%,
Cc1ccc(S(=O)(=O)c2cc(C)cc(S(=O)(=O)Nc3ccc(C(=O)O)cc3)c2C)cc1,7%,0.0%,8%,0%,2.2%,2%,-0.8,41,0%,-0.2%,
O=C(NCc1ccc(F)cc1)Nc1cccc(Cl)c1,11%,-0.2%,0%,2%,4.2%,-4%,0.3,91,4%,-1.1%,
CCN(CC(=O)NC(=O)NCc1ccco1)Cc1ccccc1,3%,1.3%[50 µM],·,17%,-0.5%,1%,-1.2,61,·,·,
